Compound activity from PubChem.
mut p53 react: re-activators of the mutant p53 pathway; SW480 PUMA-promoter luciferase, p53 mutant reactivation; activation, % at 9.98 µM; 28,000 tested, 1.5% active; AID 624151; in the data active = activation above about 52%; inconclusive = no clear call, values can overlap the other calls
STK33 kin inh: human STK33 kinase inhibition. 27,000 tested, 0.44% active. Q9BYT3. inhibition, % at 12.5 µM. AID 2322. ADP-Glo luminescence, MBP substrate; in the data active = inhibition above about 20%; inconclusive = no clear call, values can overlap the other calls
Target sequence (Q9BYT3 whole entry, looked up): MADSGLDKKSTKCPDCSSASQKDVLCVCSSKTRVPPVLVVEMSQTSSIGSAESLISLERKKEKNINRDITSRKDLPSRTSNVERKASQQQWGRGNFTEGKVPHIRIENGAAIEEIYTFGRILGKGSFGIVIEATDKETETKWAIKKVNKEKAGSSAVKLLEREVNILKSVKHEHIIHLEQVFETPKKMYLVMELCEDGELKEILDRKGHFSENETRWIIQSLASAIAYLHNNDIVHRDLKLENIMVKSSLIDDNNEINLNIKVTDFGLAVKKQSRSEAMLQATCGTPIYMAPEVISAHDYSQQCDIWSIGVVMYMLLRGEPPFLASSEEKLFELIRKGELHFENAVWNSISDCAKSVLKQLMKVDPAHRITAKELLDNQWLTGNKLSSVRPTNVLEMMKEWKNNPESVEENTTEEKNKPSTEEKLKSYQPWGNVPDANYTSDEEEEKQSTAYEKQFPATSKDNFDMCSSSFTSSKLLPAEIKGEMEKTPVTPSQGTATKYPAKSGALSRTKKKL
Starred values were filed as active, the others as inactive; ? = inconclusive; . = not tested or not shown. Not all compounds are listed; rates above refer to the full screens.

Every second line gives: mut p53 react	STK33 kin inh
- Cc1ccc(C(=O)Nc2ccc(OCC(=O)O)cc2)cc1C
  -23	0
- C[C@@H]1CN([C@H](C)CO)S(=O)(=O)c2ccc(C#CC(C)(C)O)cc2O[C@@H]1CN(C)C(=O)C1CC1
  4	.
- COc1ccc(S(=O)(=O)Nc2ccc3c(c2)CC(=O)N([C@H](C)CO)C[C@@H](C)[C@@H](CN(C)Cc2ccc4c(c2)OCO4)O3)cc1
  .	1
- Cc1cc(C(=O)NN)n(C(C)(C)C)n1
  1	.
- CNC[C@H]1Oc2ccc(NC(=O)Nc3cccc4ccccc34)cc2CC(=O)N([C@@H](C)CO)C[C@@H]1C
  1	5
- C[C@H](CO)N1C[C@H](C)[C@@H](CN(C)S(=O)(=O)c2ccc(Cl)cc2)Oc2ccc(NS(=O)(=O)c3cn(C)cn3)cc2CC1=O
  6	.
- Cc1ccc(S(=O)(=O)NC(C)C(=O)Nc2ccc(I)cc2)cc1 (configuration not stated)
  4	-2
- COc1ccc(C(C)C(=O)c2ccc(O)cc2O)cc1O (configuration not stated)
  -1	13
- C=C1C(=O)O[C@H]2[C@H]1[C@@H](OC(=O)C(C)(O)C(C)Cl)C(OC(C)=O)/C(C(=O)OC)=C\CC[C@@]1(C)O[C@H]21 (some centres not stated)
  -4	0
- CNC[C@@H]1OCCCC[C@@H](C)Oc2ccc(NS(=O)(=O)c3ccccc3)cc2C(=O)N([C@H](C)CO)C[C@@H]1C
  9	4

Next part, overlapping the part above by 2 compounds.
Every second line gives: mut p53 react	STK33 kin inh
- C=C1C(=O)O[C@H]2[C@H]1[C@@H](OC(=O)C(C)(O)C(C)Cl)C(OC(C)=O)/C(C(=O)OC)=C\CC[C@@]1(C)O[C@H]21 (some centres not stated)
  -4	0
- CNC[C@@H]1OCCCC[C@@H](C)Oc2ccc(NS(=O)(=O)c3ccccc3)cc2C(=O)N([C@H](C)CO)C[C@@H]1C
  9	4
- C[C@@H]1CCCCO[C@@H](CN(C)C)[C@H](C)CN([C@@H](C)CO)C(=O)c2cc(NC(=O)Nc3ccc(C(F)(F)F)cc3)ccc2O1
  -3	.
- C[C@@H]1CN([C@H](C)CO)C(=O)Cc2cc(NC(=O)Cn3cnnn3)ccc2O[C@@H]1CN(C)CC1CCCCC1
  .	-1
- COc1ccc(NC(=O)N(C)C[C@H]2Oc3ccc(NS(=O)(=O)c4cccs4)cc3CC(=O)N([C@@H](C)CO)C[C@H]2C)cc1
  6	3
- CCCNC(=O)N(C)C[C@H]1Oc2ncc(C#CCc3ccccc3)cc2C(=O)N([C@@H](C)CO)C[C@H]1C
  6	.
- C[C@H](CO)N1C[C@H](C)[C@H](CN(C)S(C)(=O)=O)Oc2ncc(C#Cc3ccccc3)cc2C1=O
  .	-5
- CNC[C@H]1OCCCC[C@@H](C)Oc2ccc(NS(=O)(=O)c3ccc(C)cc3)cc2C(=O)N([C@@H](C)CO)C[C@H]1C
  7	.
- Cc1ccc(S(=O)(=O)Nc2ccc3c(c2)C(=O)N([C@@H](C)CO)C[C@@H](C)[C@@H](CN(C)C(=O)Nc2cccc4ccccc24)O3)cc1
  -1	.
- C[C@@H]1CN([C@H](C)CO)C(=O)Cc2cc(NS(=O)(=O)c3ccc(Cl)cc3)ccc2O[C@@H]1CN(C)Cc1ccc(Oc2ccccc2)cc1
  .	2
- C[C@@H]1CCCCO[C@H](CN(C)Cc2ccccc2)[C@@H](C)CN([C@@H](C)CO)C(=O)c2cc(NS(=O)(=O)c3cccs3)ccc2O1
  -9	.
- Cc1cc(Cl)ccc1OCC(=O)Nc1cccc(NC(=O)c2ccccc2C)c1
  57*	2
- Cc1noc(C)c1S(=O)(=O)Nc1ccc2c(c1)C(=O)N([C@@H](C)CO)C[C@H](C)[C@@H](CN(C)C(=O)Nc1cccc3ccccc13)O2
  .	0
- COc1ccc(NC(=O)N(C)C[C@H]2OCc3cnnn3CCCC(=O)N([C@H](C)CO)C[C@@H]2C)cc1
  .	-5
- C[C@H](CO)N1C[C@H](C)[C@H](CN(C)Cc2ccc(Oc3ccccc3)cc2)Oc2c(NC(=O)Nc3ccc(F)cc3)cccc2C1=O
  -5	.
- O=C(CSc1n[nH]c(-c2ccc(Cl)cc2)n1)Nc1cccc(C(F)(F)F)c1
  -13	-3
- C[C@@H]1CN([C@@H](C)CO)C(=O)c2cc(/C=C/c3ccccc3)cnc2O[C@H]1CN(C)C(=O)Nc1ccccc1F
  3	.
- C[C@H]1CN([C@@H](C)CO)C(=O)c2cc(NC(=O)Cn3cnnn3)ccc2O[C@@H]1CN(C)Cc1ccc(-c2ccccc2)cc1
  .	0
- C[C@H](CO)N1C[C@H](C)[C@@H](CN(C)Cc2ccc(C(=O)O)cc2)OCCCC[C@H](C)Oc2ccc(NC(=O)c3ccncc3)cc2C1=O
  3	.
- Cc1cc(Nc2cnn(-c3nc4ccccc4o3)c(=O)c2Cl)ccc1Br
  -16	.
- CC(C)NC(=O)N(C)C[C@H]1Oc2ccc(NC(=O)C3CCCCC3)cc2C(=O)N([C@@H](C)CO)C[C@H]1C
  3	0
- Cc1cc(C)nc(NS(=O)(=O)c2ccc(-n3c(-c4ccc5ccccc5n4)n[nH]c3=S)cc2)n1
  -1	?

Among those listed so far, these contain fluorine.
Every second line gives: mut p53 react	STK33 kin inh
- C[C@@H]1CCCCO[C@@H](CN(C)C)[C@H](C)CN([C@@H](C)CO)C(=O)c2cc(NC(=O)Nc3ccc(C(F)(F)F)cc3)ccc2O1
  -3	.
- C[C@H](CO)N1C[C@H](C)[C@H](CN(C)Cc2ccc(Oc3ccccc3)cc2)Oc2c(NC(=O)Nc3ccc(F)cc3)cccc2C1=O
  -5	.
- O=C(CSc1n[nH]c(-c2ccc(Cl)cc2)n1)Nc1cccc(C(F)(F)F)c1
  -13	-3
- C[C@@H]1CN([C@@H](C)CO)C(=O)c2cc(/C=C/c3ccccc3)cnc2O[C@H]1CN(C)C(=O)Nc1ccccc1F
  3	.

Remaining list, next part.
Every second line gives: mut p53 react	STK33 kin inh
- C[C@H]1CN([C@@H](C)CO)C(=O)c2cc(NC(=O)Nc3ccc(F)cc3)ccc2O[C@@H]1CN(C)Cc1ccc(C(=O)O)cc1
  .	3
- c1cc(-c2nn[nH]n2)ccc1OCc1nn[nH]n1
  -2	-2
- C[C@H](CO)N1C[C@H](C)[C@H](CN(C)S(=O)(=O)c2ccc(F)cc2)OCCCC[C@H](C)Oc2ccc(NC(=O)c3ccncc3)cc2C1=O
  -7	.
- C[C@@H]1CN([C@H](C)CO)C(=O)c2cc(NS(C)(=O)=O)ccc2O[C@@H](C)CCCCO[C@H]1CN(C)C(=O)C1CCCCC1
  4	.
- COc1cc2nc(SCC(N)=O)n3nc(CCn4c(C)nc5ccccc54)nc3c2cc1OC
  14	.
- COc1cc(Cl)c(C)cc1NC(=O)CSC1=C(C#N)C(c2ccccc2F)CC(=O)N1 (configuration not stated)
  6	-8
- COc1cc(C2c3c(cc(OC)c(O)c3OC)CC(CO)C2COC2OC(CO)C(O)C(O)C2O)cc(OC)c1O (configuration not stated)
  -1	5
- O=C(CSc1nnnn1-c1ccccc1)Nc1cccc(C(=O)O)c1
  -8	0
- Cc1noc(C)c1S(=O)(=O)Nc1ccc2c(c1)C(=O)N([C@H](C)CO)C[C@H](C)[C@@H](CN(C)CC1CC1)O2
  16	.
- COc1ccc(C)cc1NC(=O)CNS(=O)(=O)c1ccc(C)cc1
  2	1

Four records drawn at random from those above:
Every second line gives: mut p53 react	STK33 kin inh
- C[C@H]1CN([C@@H](C)CO)C(=O)c2cc(NC(=O)Nc3ccc(F)cc3)ccc2O[C@@H]1CN(C)Cc1ccc(C(=O)O)cc1
  .	3
- Cc1noc(C)c1S(=O)(=O)Nc1ccc2c(c1)C(=O)N([C@H](C)CO)C[C@H](C)[C@@H](CN(C)CC1CC1)O2
  16	.
- O=C(CSc1nnnn1-c1ccccc1)Nc1cccc(C(=O)O)c1
  -8	0
- COc1ccc(C)cc1NC(=O)CNS(=O)(=O)c1ccc(C)cc1
  2	1

(continued)
Every second line gives: mut p53 react	STK33 kin inh
- Cc1ccc(N(Cc2ccco2)C(=O)c2cccc(S(=O)(=O)N3CCOCC3)c2)cc1
  -1	0
- Cc1ccc(-c2nn3c(C)nnc3s2)cc1NC(=O)C(C)Oc1ccc(Cl)cc1Cl (configuration not stated)
  -1	-1
- C[C@H](CO)N1C[C@H](C)[C@H](CN(C)Cc2ccc3c(c2)OCO3)Oc2ccc(NS(C)(=O)=O)cc2CC1=O
  -3	-1
- CCOC(=O)c1c(C)oc2ccc(S(=O)(=O)n3cc(-c4ccc(C)cc4)c(N)n3)cc12
  -14	-2
- CNC[C@@H]1Oc2ccc(NC(=O)CCN3CCOCC3)cc2CC(=O)N([C@H](C)CO)C[C@@H]1C
  -4	2
- CCOC(=O)c1cc2c(NC(C)=O)c(C(=O)OCC)sc2nc1C(F)(F)F
  .	0
- O=C(Nc1cc(C(F)(F)F)ccc1Cl)C(Cc1ccccc1)N1C(=O)C2C3C=CC(C4CC34)C2C1=O (configuration not stated)
  -15	2
- COc1c(C(C)C)cc2c(c1O)[C@]13CC[C@H](OC1=O)C(C)(C)C3CC2 (some centres not stated)
  19	7
- COc1ccc(S(=O)(=O)Nc2ccc3c(c2)C(=O)N([C@@H](C)CO)C[C@H](C)[C@H](CN(C)Cc2ccc(C(F)(F)F)cc2)O3)cc1
  .	2
- C[C@@H]1CCCCO[C@H](CN(C)Cc2ccc(C(=O)O)cc2)[C@@H](C)CN([C@H](C)CO)C(=O)c2cc(NC(=O)C3CCCCC3)ccc2O1
  -4	1
- COc1ccc(NC(=O)Nc2ccc3c(c2)C(=O)N([C@H](C)CO)C[C@H](C)[C@@H](CN(C)C(=O)Nc2ccc(F)cc2)OCCCC[C@@H](C)O3)cc1
  .	0
- COc1cc(OC)cc(-c2nnc(SCC(=O)Nc3sc4c(c3C#N)CCCC4)o2)c1
  6	-3
- C[C@@H]1CCCCO[C@@H](CN(C)S(=O)(=O)c2cccs2)[C@@H](C)CN([C@H](C)CO)C(=O)c2cc(NC(=O)Cc3ccccc3)ccc2O1
  -1	1
- CC(C)NC(=O)Nc1ccc2c(c1)C(=O)N([C@H](C)CO)C[C@H](C)[C@@H](CN(C)Cc1ccc(C(=O)O)cc1)OCCCC[C@@H](C)O2
  2	2
- Cc1ccc(-c2noc(CCCN3C(=O)c4ccccc4C3=O)n2)cc1
  3	0
- C[C@@H]1CCCCO[C@H](CN(C)S(=O)(=O)c2cn(C)cn2)[C@@H](C)CN([C@H](C)CO)C(=O)c2cc(NC(=O)c3ccccc3)ccc2O1
  5	1
- CC(C)NC(=O)N(C)C[C@H]1Oc2ccc(NC(=O)C3CCCCC3)cc2CC(=O)N([C@@H](C)CO)C[C@H]1C
  .	-1
- O=C(O)Cc1nn(Cc2ccc(Br)cc2F)c(=O)c2ccccc12
  6	-6
- C[C@@H]1CN([C@H](C)CO)C(=O)c2cc(NS(=O)(=O)c3cn(C)cn3)ccc2O[C@H]1CN(C)S(=O)(=O)c1cn(C)cn1
  -3	.
- O=C(CN1C(=O)c2ccccc2S1(=O)=O)Nc1ccccc1C(=O)N1CCOCC1
  1	1
- Cc1noc(C)c1NC(=O)Nc1ccc2c(c1)C(=O)N([C@@H](C)CO)C[C@H](C)[C@@H](CN(C)Cc1ccc(C(F)(F)F)cc1)OCCCC[C@H](C)O2
  -2	.
- Cc1ccc(S(=O)(=O)N(C)C[C@H]2Oc3ccc(NC(=O)Nc4ccc(C(F)(F)F)cc4)cc3C(=O)N([C@@H](C)CO)C[C@H]2C)cc1
  .	5
- Cc1ccc(-c2nnc(SCc3ccccc3C#N)n2-c2ccccc2)cc1Cl
  84*	-2
- CC(=O)Nc1ccc(NS(=O)(=O)c2ccc(C)cc2[N+](=O)[O-])cc1
  -3	2
- CCCN(C)C[C@H]1OCCCC[C@@H](C)Oc2ccc(NC(=O)NC(C)C)cc2C(=O)N([C@@H](C)CO)C[C@H]1C
  4	.
- COc1ccc(S(=O)(=O)N(C)C[C@@H]2Oc3ccc(NS(=O)(=O)c4ccc(Cl)cc4)cc3C(=O)N([C@H](C)CO)C[C@H]2C)cc1
  -5	1
- C[C@H](CO)N1C[C@H](C)[C@@H](CN(C)C(=O)c2ccccc2)OCCCC[C@H](C)Oc2ccc(NC(=O)Nc3ccc(F)cc3)cc2C1=O
  -13	.
- C[C@@H]1CN([C@H](C)CO)C(=O)c2cc(N(C)C)ccc2O[C@@H](C)CCCCO[C@@H]1CN(C)Cc1ccccc1
  -1	.
- O=C(OCC1OC(Oc2ccc(O)cc2COC(=O)C2(O)C(O)CCC(=O)C2O)C(O)C(O)C1O)c1ccccc1 (configuration not stated)
  16	0
- C[C@H]1CN([C@@H](C)CO)C(=O)c2cc(NC(=O)C3CC3)ccc2O[C@H]1CN(C)S(C)(=O)=O
  .	4
- Cc1noc(C)c1S(=O)(=O)N(C)C[C@H]1Oc2ccc(NS(=O)(=O)c3ccc(F)cc3)cc2CC(=O)N([C@H](C)CO)C[C@H]1C
  .	-1
- C[C@@H]1CN([C@@H](C)CO)C(=O)CCCn2nncc2CO[C@@H]1CN(C)C(=O)Nc1ccc(C(F)(F)F)cc1
  .	0
- O=C(O)c1ccccc1Sc1ccccc1S(=O)(=O)NC1CCCCC1
  .	-3
- COc1cc(O)c2c(c1)O[C@@H](c1ccccc1)CC2=O
  .	0
- C[C@@H]1CN([C@@H](C)CO)C(=O)c2cccc(NC(=O)c3nc4ccccc4s3)c2O[C@H]1CN(C)S(=O)(=O)c1cccs1
  3	.
- COc1ccc(C(=O)Nc2ccc(Oc3ncnc4cc(Cl)ccc34)nc2)cc1
  2	.
- Cc1cc(NS(=O)(=O)c2ccc(N)cc2)no1
  .	-1
